# From PubChem
# PP1 counter: PP1-alpha phosphatase inhibitors, primary screen, counter-screen for PP5 inhibitor project, biochemical, fluorescence, OMFP substrate, single point | purified PP1alpha | actives 0.9% (n = 320,000) | inhibition, % at 6.7 µM | Serine/threonine-protein phosphatase PP1-alpha catalytic subunit (Homo sapiens), P62136;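 active = inhibition above the mean inhibition of all tested compounds plus 3 SD, computed separately for each screening campaign, cut at about 15% in these data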
# Target sequence (P62136 whole entry, looked up): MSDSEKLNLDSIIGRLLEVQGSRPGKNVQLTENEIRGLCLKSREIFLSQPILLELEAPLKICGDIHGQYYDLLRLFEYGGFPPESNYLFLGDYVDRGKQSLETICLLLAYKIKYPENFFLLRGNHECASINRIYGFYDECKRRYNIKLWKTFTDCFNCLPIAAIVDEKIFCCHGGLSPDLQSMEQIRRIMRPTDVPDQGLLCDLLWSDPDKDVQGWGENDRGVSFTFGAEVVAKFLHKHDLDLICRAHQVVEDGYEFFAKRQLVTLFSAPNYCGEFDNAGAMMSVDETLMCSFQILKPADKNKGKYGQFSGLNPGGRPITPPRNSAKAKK
# HCV core dimer: inhibitors of HCV core protein dimerization, primary screen, biochemical, TR-FRET, high-throughput | actives 0.33% (n = 300,000) | TR-FRET GST/Flag-core106 dimerization, 1536-well | AID 1899, 2009 | inhibition, % at 5 µM;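 active = inhibition above the mean of all tested compounds plus 3 SD, set per screening campaign, cut at about 45% in these data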
#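 Test system: GST/Flag-tagged HCV core106 proteins; Medium: KF-containing HEPES buffer, pH 7.45, DTT, CHAPS, BSA; Times: compound-protein-antibody incubation 4 h at 22.5 °C; Detection: TR-FRET 671 and 617 nm emission; Benchmarks: wells lacking GST-core106 and wells with excess unlabelled core106.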
# ZTA DNA inh: ZTA (EBV) inhibition in EBNA-1 counter-screen. P03206. ZTA-DNA binding, fluorescence polarization. inhibition, % at 11 µM. actives 0.15% (n = 320,000); in the data active = inhibition above about 33%
# Target sequence (P03206 whole entry, looked up): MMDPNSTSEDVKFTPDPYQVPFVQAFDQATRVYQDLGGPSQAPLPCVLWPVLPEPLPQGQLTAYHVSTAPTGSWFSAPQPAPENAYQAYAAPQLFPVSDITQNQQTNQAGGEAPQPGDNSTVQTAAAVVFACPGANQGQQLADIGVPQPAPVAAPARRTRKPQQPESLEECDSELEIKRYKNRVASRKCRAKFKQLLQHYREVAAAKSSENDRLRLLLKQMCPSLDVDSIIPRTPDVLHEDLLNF
# PP5 inh: PP5 phosphatase inhibitors, primary screen, biochemical, fluorescence. inhibition, % at 6.7 µM. actives 0.18% (n = 320,000). purified PP5c, OMFP substrate fluorescence. Serine/threonine-protein phosphatase 5 (Homo sapiens), P53041;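 active = inhibition above the campaign's mean inhibition across all tested compounds plus 3 SD, cut at about 9.5% in these data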;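 also: 0% = DMSO only and 100% = 100 µM cantharidin control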
# Target sequence (P53041 whole entry, looked up): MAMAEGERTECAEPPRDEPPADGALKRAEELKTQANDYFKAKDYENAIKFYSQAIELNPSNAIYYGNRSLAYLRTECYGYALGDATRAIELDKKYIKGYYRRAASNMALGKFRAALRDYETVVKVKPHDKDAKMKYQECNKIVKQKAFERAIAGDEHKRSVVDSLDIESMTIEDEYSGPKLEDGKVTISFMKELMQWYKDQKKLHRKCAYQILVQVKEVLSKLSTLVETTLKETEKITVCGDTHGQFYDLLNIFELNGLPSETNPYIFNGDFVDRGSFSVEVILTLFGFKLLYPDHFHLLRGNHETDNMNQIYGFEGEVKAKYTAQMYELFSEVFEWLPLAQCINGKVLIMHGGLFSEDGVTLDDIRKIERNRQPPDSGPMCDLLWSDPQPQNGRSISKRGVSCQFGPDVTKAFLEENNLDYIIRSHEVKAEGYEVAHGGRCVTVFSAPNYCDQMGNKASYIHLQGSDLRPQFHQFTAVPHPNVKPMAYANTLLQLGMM
# PREPL inh: PREPL enzyme inhibitors, primary screen, biochemical, fluorescence polarization | Prolyl endopeptidase-like (Homo sapiens), Q4J6C6 | recombinant PREPL, fluorescence polarization activity-based probe | inhibition, % at 5.96 µM | actives 0.68% (n = 320,000) | AID 2751, 2010; in the data active = inhibition above about 43%;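 also: 0% = enzyme with DMSO and 100% = wells lacking enzyme; many of its hits are not listed in these tables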
# EBNA-1 inh: EBNA-1 DNA-binding inhibitors, primary screen, biochemical, fluorescence polarization. inhibition, % at 14.8 µM. actives 0.34% (n = 300,000); in the data active = inhibition above about 28%
# Fh CTSL1 inh: Fasciola hepatica cathepsin L1 inhibitors, primary screen, counter-screen for PFM18AAP inhibitor project, biochemical, QFRET, fluorogenic peptide substrate. recombinant F. hepatica cathepsin L1, Z-Leu-Arg-MCA fluorescence. inhibition, % at 5.96 µM. actives 0.49% (n = 300,000). AID 1906, 2009;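 active = inhibition above the mean of all tested compounds plus 3 SD, set per screening campaign, cut at about 17% in these data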;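 also: 0% = plate median of test compound wells and 100% = 1 µM Z-Phe-Ala-diazomethylketone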
# Efflux pump mplx: inhibitors of Candida efflux pumps in yeast, primary screen, S. cerevisiae, Nile Red, multiplex | inhibition, % at 10 µM | S. cerevisiae Candida pump triplex | actives 0.44% (n = 330,000);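 active = plate passing quality check with inhibition over a set limit, or well fluorescence over plate mean plus 4 SD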;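 also: Nile Red retained in pooled yeast measured as flow cytometry median fluorescence; 0% = buffer negative control and 100% = Enniatin B positive control; higher means more Nile Red kept so more efflux inhibition; some compounds called inactive have numbers as strong as hits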
# TPT1 inh: Candida albicans TPT1 enzyme inhibitors, primary screen, biochemical, fluorescence polarization; tRNA 2'-phosphotransferase TPT1 (Candida albicans SC5314); recombinant caTPT1, FP RNA substrate dephosphorylation; inhibition, % at 5 µM; actives 0.81% (n = 300,000);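 active = inhibition above the mean of all tested compounds plus 3 SD, set per screening campaign, cut at about 24% in these data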;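 also: plate controls were DMSO alone for no effect and ferristatin control at 100 nM for full effect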
# An asterisk follows results filed as active; / = no result given. These rows are one share of the data, so the mix of outcomes need not match the whole.
SMILES,PP1 counter,HCV core dimer,ZTA DNA inh,PP5 inh,PREPL inh,EBNA-1 inh,Fh CTSL1 inh,Efflux pump mplx,TPT1 inh
O=C(Nc1ccccc1)c1cccc(N2C(=O)C3C4C=CC(C5CC45)C3C2=O)c1 (centres undefined),-2,0,2,-0.3,-10,-6,0,0.2,-2
CC(C)CNC(=O)CC(=O)NN=C1CCCC1,3,-5,-20,3.7,-3,-4,-5,0.1,-5
Nc1c(Cl)cc(Cl)cc1C(=O)OCC(=O)NC1CC1,-3,6,-6,-1.0,2,3,-4,-0.1,-1
O=C(CN1CSCC1=O)N1CCN(S(=O)(=O)c2cccc(F)c2)CC1,-3,/,-4,-0.9,1,/,/,-0.3,/
CSc1nnc(-c2ccccc2N=Cc2c(C)[nH]n(-c3ccccc3)c2=O)c(=O)[nH]1,-3,1,2,-0.5,-7,1,4,0.0,-6
O=C(C1CCCO1)N(c1ccc(F)cc1)C1C=CS(=O)(=O)C1 (centres undefined),-3,-7,-4,0.0,-5,1,1,-0.1,2
Cc1cc(C(C)(C)C)oc1C(=O)O,-4,1,4,0.9,-5,3,-5,-0.1,0
O=C(O)c1cn(C2CC2)c2cc(N3CCN(S(=O)(=O)c4ccc5c(c4)OCCO5)CC3)c(F)cc2c1=O,7,2,-10,-1.4,-8,-10,-1,0.4,1
CC(C(=O)O)N1C(=O)C2C3CC(C2C1=O)C1C(c2ccccc2)c2sc(=O)[nH]c2SC31 (centres undefined),5,-13,-17,4.3,7,7,-4,-0.6,-1
COc1ccc(Cl)cc1C(=O)CSc1nnnn1C1CCCC1,4,2,16,0.9,-3,7,-1,0.1,1
Cc1ccc(S(=O)(=O)NC(=O)COc2ccc([N+](=O)[O-])cc2)cc1,-1,1,-1,3.3,-3,0,3,0.0,1
CCC(C)(C)NC(=O)CN(C(=O)CNS(=O)(=O)c1ccc(C)cc1)c1ccc2c(c1)OCCO2,-4,9,2,0.2,3,-7,-4,0.1,0
Cn1nc(C(C)(C)C)c(NC(=O)c2cccs2)c1C(C)(C)C,-3,-3,-2,-2.0,13,3,2,-0.1,-4
Clc1cccc(CN2C3=NCCCN3c3ccccc32)c1,-1,6,14,-3.0,25,1,0,0.2,-2
O=C(CSc1nc(-c2ccccc2)cc(C(F)(F)F)n1)NCc1cccs1,-2,11,-18,-1.4,-8,2,-6,-14,-1
CC(=O)c1ccc(NC(=O)CSc2ccc(-c3ccc(-n4cccn4)cc3)nn2)cc1,-2,-2,-24,-0.1,-4,-2,-1,0.1,0
CC(OC(=O)c1ccc(Cl)c([N+](=O)[O-])c1)C(=O)N1CCN(Cc2ccccc2)CC1 (centres undefined),-4,/,17,1.1,15,/,/,0.0,/
COc1ccc2nc(/N=C/c3c(C)[nH]n(-c4ccc(C)cc4)c3=O)sc2c1,2,-1,-13,3.8,-9,-1,2,0.1,2
O=C(C(Cc1ccccc1)N1C(=O)C2C3C=CC(C3)C2C1=O)N1CCCCCC1 (centres undefined),-5,-7,-17,-0.6,6,-4,4,-0.1,1
COc1ccc(-n2c(=O)[nH]cc(C(=O)N3CCc4ccccc43)c2=O)cc1,2,1,4,0.9,0,1,1,0.0,0
O=C(NCCC1CCCCN1S(=O)(=O)c1ccccc1)C(=O)NCc1cccnc1 (centres undefined),-8,-1,6,-0.9,-24,2,2,0.0,2
CCn1cnc2scc(-c3ccc(OC)cc3)c2c1=O,-1,8,-6,0.6,-2,15,-2,0.1,1
CCOC(=O)C(=O)Nc1nnc(C2CCCCC2)s1,0,-4,-3,1.2,-5,-6,-3,0.0,2
CCn1c(SCC(=O)NCC(=O)Nc2ccc(F)cc2)nnc1-c1ccncc1,-30,-1,8,-1.3,0,-1,-88,0.0,-4
Cc1ccc(S(=O)(=O)N2CCOCC2)cc1NC(=O)COC(=O)c1n[nH]c(=O)c2ccccc12,-3,-3,-12,0.4,13,-2,-4,-0.2,-1
CNC(=O)C(=O)N/N=C/c1ccc(Br)cc1,2,-2,5,0.0,0,1,3,-0.1,0
Cc1ccc(-n2cccn2)c(CN2CCCC(C(=O)c3ccc4c(c3)OCO4)C2)c1 (centres undefined),1,-4,-14,-0.5,-5,4,0,0.0,-2
O=C(Cn1cc2c(n1)CCCCC2)Nc1c(F)c(F)cc(F)c1F,7,3,4,2.5,2,3,-6,0.0,2
O=C(NCC(c1ccco1)N1CCOCC1)c1cccc([N+](=O)[O-])c1 (centres undefined),-7,-3,30,3.3,7,-11,0,0.2,3
C=CCNC(=O)/C(C#N)=C/c1ccccc1Cl,4,1,0,0.6,8,-15,8,0.1,6
O=c1c2ccccc2oc2ccc(NCCCn3ccnc3)cc12,1,-9,15,1.6,20,-3,0,-0.1,-7
Cc1cc(C)c(NC(=O)CS(=O)CC(=O)Nc2cccnc2)c(C)c1 (centres undefined),-1,-1,7,-2.3,-7,0,0,0.0,-6
Cc1cccc(C)c1NC(=O)N1CCN(C2CCCCC2)CC1,-4,-4,-7,2.7,0,-10,-1,0.0,-2
CC(C)OC(=O)/C(=C\c1cccnc1)NC(=O)c1ccccc1,-3,-1,-4,-0.9,6,-8,-2,-0.1,-2
COc1ccc(-n2nnnc2SC(C)C(=O)NCC(=O)Nc2ccc(F)c(F)c2F)cc1 (centres undefined),-14,-4,-13,2.6,-3,-2,1,-0.2,-1
CCCNc1nc(Nc2ccc(C)cc2)nc(N2CCCC2)n1,4,-2,-12,1.9,1,7,2,0.1,-2

# A different layout for five compounds above:
# Fields – PP1 counter, HCV core dimer, ZTA DNA inh, PP5 inh, PREPL inh, EBNA-1 inh, Fh CTSL1 inh, Efflux pump mplx, TPT1 inh
COc1ccc(Cl)cc1C(=O)CSc1nnnn1C1CCCC1
  4, 2, 16, 0.9, -3, 7, -1, 0.1, 1
O=C(CSc1nc(-c2ccccc2)cc(C(F)(F)F)n1)NCc1cccs1
  -2, 11, -18, -1.4, -8, 2, -6, -14, -1
CCC(C)(C)NC(=O)CN(C(=O)CNS(=O)(=O)c1ccc(C)cc1)c1ccc2c(c1)OCCO2
  -4, 9, 2, 0.2, 3, -7, -4, 0.1, 0
O=C(CN1CSCC1=O)N1CCN(S(=O)(=O)c2cccc(F)c2)CC1
  -3, /, -4, -0.9, 1, /, /, -0.3, /
CC(OC(=O)c1ccc(Cl)c([N+](=O)[O-])c1)C(=O)N1CCN(Cc2ccccc2)CC1 (centres undefined)
  -4, /, 17, 1.1, 15, /, /, 0.0, /

# (continued)
SMILES,PP1 counter,HCV core dimer,ZTA DNA inh,PP5 inh,PREPL inh,EBNA-1 inh,Fh CTSL1 inh,Efflux pump mplx,TPT1 inh
CCN(CC)CCN(C(=O)c1ccc(S(=O)(=O)N(C)C2CCCCC2)cc1)c1nc2ccc(OC)cc2s1,0,-10,-9,4.9,9,-6,-2,-0.1,0
c1ccc(Sc2ncnc3c2oc2ccccc23)cc1,-1,2,5,0.4,-4,-1,6,0.0,-1
O=c1[nH]c2cc(Cl)ccc2n(CCNc2ncc(C(F)(F)F)cc2Cl)c1=O,-7,10,13,2.4,1,4,0,0.0,2
CCCC(C)NC(=O)Cc1ccccc1 (centres undefined),-5,2,5,1.5,1,12,-2,-0.1,2
Cc1ccc(OCC(=O)N2CC(C)OC(C)C2)c([N+](=O)[O-])n1 (centres undefined),-4,1,20,-1.1,-4,3,0,0.0,-2
O=C(CN1C(=O)c2ccccc2C1=O)NCc1ccc(F)cc1,-2,-11,-20,2.5,7,0,-10,-0.1,-2
COc1ccccc1C(CNC(=O)c1ccco1)N1CCCC1 (centres undefined),0,/,11,2.4,3,/,/,0.0,/
O=C1OCCC1Sc1nnc(-c2ccc(Cl)cc2)n1Cc1ccccc1 (centres undefined),5,5,-9,-1.4,7,-1,1,0.0,-1
[N-]=[N+]=NCCN1CCN(Cc2ccccc2)CCC1=O,-3,-14,-4,-1.0,8,2,-7,-0.1,-5
CCC1CCCCN1C(=O)CSc1nnc(CNC(=O)c2ccco2)o1 (centres undefined),1,0,-11,2.0,1,1,3,0.0,0
O=C(NC1CCCCC1)c1cc(C2CC2)on1,-3,1,5,-1.0,12,2,2,0.1,0
COc1ccc(CC(=O)NCc2n[nH]c(=S)n2-c2cccc(C)c2)cc1,2,6,1,1.7,-3,1,-2,0.0,-1
CC1CCC(NC(=O)c2ccc3c(c2)OCO3)CC1 (centres undefined),-1,-15,-11,3.4,12,-4,-2,-0.1,0
N#C/C(=C\N1CCOCC1)S(=O)(=O)c1ccc(Cl)cc1,-2,1,-4,-1.5,10,-8,5,0.1,0
O=C(O)c1ccc(-n2nncc2-c2ccco2)cc1,2,-4,2,-0.5,-6,-9,-1,0.1,0
COc1ccc(-n2nc(C(=O)NCC(=O)NCC3COc4ccccc4O3)c3ccccc3c2=O)c(OC)c1 (centres undefined),-4,-8,8,1.4,3,0,5,0.0,2
Cc1cc(N)n(-c2ccc(Cl)cc2)n1,-1,-2,9,1.5,-2,4,-1,-0.1,3
CCN(CC(=O)Nc1ccc2c(c1)OCCO2)C(=O)/C=C/c1ccccc1,-4,1,-9,-3.1,4,5,1,-0.1,-1
COc1ccc(Nc2nc(C(=O)NCCCN3CCOCC3)cs2)cc1,-1,-5,7,0.3,-9,9,-1,-0.1,1
CCOC(=O)c1nn(-c2ccccc2F)c(C)c1C(C)=O,3,2,-5,-0.2,-7,3,1,0.0,-1
COc1ccc(-c2cnc(N)n2CC2CCCO2)cc1 (centres undefined),0,-1,4,-0.9,27,0,0,0.1,1
Cc1ccc(S(=O)(=O)N(Cc2cc3ccccc3[nH]c2=O)c2cccc(C)c2)cc1,3,5,20,1.7,-8,-2,-2,0.1,10
Cc1ccc(NC(=O)Cc2nn(C)c(=O)c3ccccc23)cc1F,-2,3,-11,-0.6,12,-11,0,0.1,-1
CCCn1nc(C(=O)N2CC(=O)Nc3ccccc32)c2ccccc2c1=O,-1,-2,-9,4.5,-5,-4,-3,-0.1,1
CC(Oc1ccc2c3c(c(=O)oc2c1)CCCC3)C(=O)NCc1ccncc1 (centres undefined),-1,-4,7,0.2,9,-5,6,0.1,0
COc1ccc(CN2CC(C(=O)NCCCN3CCN(Cc4ccccc4)CC3)CC2=O)cc1 (centres undefined),-1,-12,-14,-1.2,24,-1,-5,0.1,0
CCc1ccccc1NC(=S)NC1CC2CCC(C1)N2Cc1ccc(F)cc1 (centres undefined),0,-5,3,-1.2,18,9,8,-0.1,-4
Nc1c(Cl)cc(NC(=O)c2ccccc2C(=O)O)cc1Br,-5,-9,22,-5.3,3,8,-2,0.0,0
Cc1ccc(C(=O)N[C@H](C(=O)OCc2nnc(-c3ccccc3)o2)C(C)C)cc1,-2,3,9,-2.3,-3,8,-31,0.0,-2
Cc1ccc(-c2nc(CS(=O)(=O)CC(=O)N3CCN(C)CC3)c(C)o2)cc1,-2,5,-2,2.4,7,3,-6,0.0,1
CC1=NN(C(N)=S)C(=O)C1N=Nc1ccccc1 (centres undefined),-5,-6,-5,-1.3,2,-12,4,-0.1,-1
C=CCc1c(C)nc(N2CCSCC2)[nH]c1=O,-5,-2,12,0.0,-4,1,-1,-0.1,0
COc1ccc(CN(C)Cc2nc(Cc3cccc(F)c3)no2)c2cccnc12,2,0,8,-2.7,7,-8,0,0.1,1
COc1ccc(CCn2c(-c3cc([N+](=O)[O-])cc([N+](=O)[O-])c3)nc3nc4ccccc4nc32)cc1OC,4,6,-8,1.8,-2,6,0,-0.1,-2
